EBV gp42 inh: Epstein-Barr virus gp42 inhibitors, primary screen, biochemical, uHTS, fluorescence polarization | Fluorescence polarization binding assay, mP read-out | Glycoprotein 42 (Epstein-Barr virus (strain AG876)), Q1HVG2 | inhibition, % (tested at 21.74 µM) | 220,000 tested, 0.42% active; in the data active = inhibition above about 50%
Furin inh: human furin inhibitors, primary screen, biochemical, fluorescence intensity; 220,000 tested, 0.061% active; P09958; AID 463115, 2010; purified furin, fluorogenic substrate cleavage; inhibition, % at 30 µM; in the data active = inhibition above about 25%; note: inactives centre near -15
Target sequence (P09958 108-714 limits assumed): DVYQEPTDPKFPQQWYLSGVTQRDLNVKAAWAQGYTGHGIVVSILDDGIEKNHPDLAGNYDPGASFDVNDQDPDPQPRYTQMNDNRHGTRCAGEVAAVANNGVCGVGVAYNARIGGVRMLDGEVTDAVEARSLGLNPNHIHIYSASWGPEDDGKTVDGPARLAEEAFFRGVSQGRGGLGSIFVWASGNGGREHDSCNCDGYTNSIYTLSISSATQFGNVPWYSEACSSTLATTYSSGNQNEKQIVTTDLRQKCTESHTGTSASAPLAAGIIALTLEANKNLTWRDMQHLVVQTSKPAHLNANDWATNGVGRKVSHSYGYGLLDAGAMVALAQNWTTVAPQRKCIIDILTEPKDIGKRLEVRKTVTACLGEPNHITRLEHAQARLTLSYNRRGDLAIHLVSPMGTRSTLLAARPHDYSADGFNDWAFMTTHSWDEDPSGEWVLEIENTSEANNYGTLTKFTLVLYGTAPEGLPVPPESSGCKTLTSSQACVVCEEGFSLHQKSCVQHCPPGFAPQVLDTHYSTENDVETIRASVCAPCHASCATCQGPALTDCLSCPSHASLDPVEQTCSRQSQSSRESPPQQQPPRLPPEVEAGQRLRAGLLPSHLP
Rad51 HR inh: human RAD51 strand exchange inhibitors, primary screen, biochemical, fluorescence; inhibition, % at 10 µM; hRad51 DNA strand exchange, fluorescence dequenching; 200,000 tested, 0.085% active; DNA repair protein RAD51 homolog 1 (Homo sapiens), Q06609;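 active = inhibition above 40% at the single screening dose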;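 note: 0% = DMSO control wells and 100% = blanks with heterologous ssDNA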
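material = hRad51 filaments on single-stranded DNA | timing = filaments 15 min 37 °C, then compound 30 min | signal = FRET fluorescence dequenching, excitation 485 nm, emission 520 nm | benchmarks = control wells and blank wells on each plate | evaluation = percent inhibition relative to plate controls and blanks | compound = 10 µM final, single point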
KLK5 inh: human KLK5 protease inhibitors, primary screen, biochemical, 1536-well; Kallikrein-5 (Homo sapiens), Q9Y337; recombinant hK5, fluorogenic AMC substrate cleavage; 210,000 tested, 0.59% active; inhibition, % at 5 µM;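 active = inhibition of 40% or more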;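 note: 0% = enzyme controls without compound and 100% = no-enzyme blanks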
eIF4E-4G inh: eIF4E–eIF4G protein interaction inhibitors, primary screen, biochemical, uHTS, TR-FRET, eIF4GI fragment. 220,000 tested, 0.37% active. Eukaryotic translation initiation factor 4E (Mus musculus) + Eukaryotic translation …. AID 782, 2007. TR-FRET eIF4E-eIF4GI(517-606) binding, 2 h. inhibition, % at 21.7 µM;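 note: 0% = full FRET control wells and 100% = background wells lacking eIF4GI fragment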
NCF1 inh: p47phox/p22phox peptide binding inhibitors, primary screen, biochemical, uHTS, NADPH oxidase regulatory subunit; AID 1274, 2008; 220,000 tested, 0.53% active; fluorescence polarization, 2 h; inhibition, % at 24.7 µM;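 note: 0% = p47phox with labelled peptide and 100% = labelled peptide alone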
Target sequence (P14598 whole entry, looked up): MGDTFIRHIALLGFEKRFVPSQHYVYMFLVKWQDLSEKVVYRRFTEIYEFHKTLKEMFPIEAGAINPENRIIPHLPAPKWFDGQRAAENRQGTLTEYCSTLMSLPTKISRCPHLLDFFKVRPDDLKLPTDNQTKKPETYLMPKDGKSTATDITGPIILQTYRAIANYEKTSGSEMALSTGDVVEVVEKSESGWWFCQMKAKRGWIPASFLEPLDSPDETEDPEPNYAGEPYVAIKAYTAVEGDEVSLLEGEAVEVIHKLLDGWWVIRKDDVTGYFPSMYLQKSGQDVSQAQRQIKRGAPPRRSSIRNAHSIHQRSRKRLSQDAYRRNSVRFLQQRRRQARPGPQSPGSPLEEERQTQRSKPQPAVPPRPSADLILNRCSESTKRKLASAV
14-3-3 Bad inh: inhibitors of 14-3-3 zeta/Bad binding, primary screen, biochemical, TR-FRET, bovine 14-3-3 zeta; 14-3-3 protein zeta/delta (Bos taurus), P63103; TR-FRET 14-3-3zeta/Dy647-pBad peptide displacement, 1 h; inhibition, % at 21.7 µM; 220,000 tested, 0.71% active; AID 781, 2007;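 active = inhibition above about 70%, limit read from the data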;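 note: 0% = full 14-3-3 plus peptide FRET controls and 100% = background without 14-3-3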
thrombin 1536: human alpha-thrombin inhibitors, primary screen, counter-screen for coagulation protease inhibitor project, biochemical, 1536-well, fluorogenic AMC substrate; Boc-VPR-AMC fluorogenic substrate cleavage; Prothrombin (Homo sapiens), P00734; 220,000 tested, 0.26% active; inhibition, % at 5 µM;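 active = inhibition at or above 40%; inactive = inhibition below 40%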;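 note: 0% = enzyme with no compound and 100% = wells without enzyme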
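Test system: human alpha-thrombin; medium: pH 7.5 Tris-saline with Tween 20; times: reaction at room temperature; signal: AMC fluorescence at 355 nm excitation and 460 nm emission; also added: Boc-VPR-AMC substrate, 15 µM final; dosing: one concentration per compound, 5 µM, with 0.2% DMSO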
KCC2 mod: KCC2 cotransporter modulators, thallium flux, primary screen, cell-based, HEK293 KCC2, FluoZin-2 fluorescence, MLSMR | Solute carrier family 12 member 5 (Homo sapiens), Q9H2X9 | KCC2 cells, thallium flux FluoZin-2 fluorescence | B-score of Tl+ flux slope (higher = more flux/activation; lower = inhibition) at 10 µM | 190,000 tested, 2.2% active | AID 1456, 2008;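 active = thallium flux slope and its plate-corrected score both differing from the plate sample mean at a set confidence after two filtering rounds, in either direction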;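 note: slope of fluorescence scaled to starting intensity during 10 to 20 s after thallium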
Active calls of the source: *; . = no result given; [ ] = another dose, or the depositor's remark.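 Rule for the calls, unless noted: active = inhibition above about 30% (limit read from the data); inactive = the rest.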 This is a random part of the collection; 4.7% or so of the library scored in one or more.

SMILES	EBV gp42 inh	Furin inh	Rad51 HR inh	KLK5 inh	eIF4E-4G inh	NCF1 inh	14-3-3 Bad inh	thrombin 1536	KCC2 mod
CC(NC(=S)Nc1ccc(F)cc1)C(c1cccs1)N1CCOCC1 (stereo unspecified)	-12.5	-15.5	-5.8	-0.3	3.9	-8.4	0.8	-3.4	-0.196
Fc1ccc(OCc2nn3c(Cn4nnc5ccccc54)nnc3s2)cc1	0.9	-10.4	-4.5	2.0	-2.2	-2.5	10.0[fluorescence artefact?]	-4.0	-4.01
O=C(CC(Nc1ccccc1Cl)C(=O)OCC(=O)c1cccs1)c1ccccc1 (stereo unspecified)	-20.4	-22.2	3.2	-8.3	-1.6	5.4	-7.5	3.9	-1.3
CC(=O)NC1Sc2ccccc2N=C1c1ccccc1 (stereo unspecified)	-16.5	-25.7	-1.9	-1.9	17.4	-6.9	0.8	-0.5	0.82
O=C(NCc1ccc(Cl)cc1)C(=O)NCC(c1cccnc1)N1CCN(c2ccc(F)cc2)CC1 (stereo unspecified)	-9.8	-12.1	1.3	0.8	0.0	-10.1	-7.9	-15.5	-0.00414
NC1=NC2(CCN(Cc3ccccc3)CC2)n2c(nc3ccccc32)N1	-4.2	-5.1	2.2	11.2	-0.7	-13.8	6.7	-6.8	0.712
CCOCCCNC(=O)c1cc(Sc2ccc(F)cc2)nc2ccccc12	-5.3	-21.9	-1.2	-28.4	-5.9	-4.9	-16.8	-7.6	-0.0509
CCOc1ccccc1CNC(=O)c1cc2oc3ccccc3c2n1C	-4.4	-20.9[20 µM]	-4.7	1.9	-8.3	-26.5	-9.2[fluorescence artefact?]	4.9	-0.145
CN(CCc1ccccn1)C(=O)CCc1nnc(CCCc2ccccc2)o1	1.9	-21.0	-0.8	0.0	-4.4	-1.6	-7.2	-9.8	0.748
Brc1ccc(-c2csc(N3CCC(c4ccccc4)C3)n2)cc1 (stereo unspecified)	-0.8	-19.1[20 µM]	0.0	2.0	0.9	-14.0	6.1	-4.7	0.7
CCc1ccccc1NC(=O)c1ccc(NCCc2ccccc2)c([N+](=O)[O-])c1	-24.3	-18.1	4.4	-20.4	-3.2[fluorescence artefact?]	1.1	-15.5[fluorescence artefact?]	-2.2	-1.75
O=C(N=C1c2ccccc2CN1c1ccc(F)c(F)c1)c1cccnc1	2.5	-15.7	1.8	15.8	-4.1	-10.1	71.5*	-3.7	-0.403
Nn1c(Cc2ccccc2F)nnc1SCC(=O)N1CC(=O)Nc2ccccc21	60.0*	-4.9[20 µM]	7.3	-24.8	0.7	1.9	-8.3	-2.1	1.17
C=CCn1c(SCC(=O)N2CCOCC2)nc(O)cc1=O	-12.1	-22.2[20 µM]	2.6	11.8	-1.5	-40.0	1.3[fluorescence artefact?]	0.7	-0.052
COc1ccc2c(c1)[N+](C)(C)C(C)(C)C=C2C	-35.2	-29.0	-2.4	-11.7	4.1	-6.5	7.2	3.3	-0.42
Cc1cccc(C)c1NC(=O)CCCSc1nnc(-c2ccc(F)cc2)n1-c1ccccc1	6.0	1.8	16.6	-1.6	-28.6	-4.8	-8.2[fluorescence artefact?]	-5.3	-2.1
CCCn1c(SCc2ccccc2)nc2c1c(=O)[nH]c(=O)n2C	-16.3	-18.3	1.2	-13.5	0.6	-0.7	12.6	-4.5	-0.934
CC(=O)Nc1ccc(C(=O)CSc2nnnn2C)cc1	-10.8	-26.6	8.3	3.9	-1.6	-7.7	8.6	3.7	1.05
CCOC(=O)C1=C(O)CSC1=Nc1ccccc1	-16.4	-12.7	-10.2	-27.1	-5.7	-45.6	-2.7	-2.1	.
Cc1cc(C)cc(NC(=O)COC(=O)[C@@H](NC(=O)c2ccco2)C(C)C)c1	-10.6	-3.6	0.7	-5.6	0.1	-0.8	-2.1	-1.1	-0.654
COC(=O)c1c(C(=O)OC)c2cccc3cc(-c4ccccc4)c4ccc1c4n32	25.0	-8.8[20 µM]	-16.7	5.5	6.3[fluorescence artefact?]	4.5	5.1[fluorescence artefact?]	-14.0	0.354
Cc1c(C#N)c(=O)oc2ccc3ccccc3c12	-14.3	-37.0[20 µM]	-6.8	-167.4	5.1	-12.5	10.9	-11.6	-0.0262
C=CCNC(=O)c1ccc(Sc2ccccc2)c([N+](=O)[O-])c1	1.0	-20.3[20 µM]	.	1.1	0.1	-0.2	-0.2	5.7	.
CCCCOc1cccc(C(=O)NNC(=S)NC2CCCCC2)c1	6.6	-18.6[20 µM]	3.8	-76.7	-4.9[fluorescence artefact?]	-14.0	-16.4	1.7	-1.38
COc1ccccc1C(=O)NC(=S)Nc1ccc(N2CCOCC2)c(Cl)c1	-9.6	-16.9	-20.3	2.6	-3.2	-8.9	-7.9	0.5	-1
O=C(NNC(=O)c1ccc(Cl)cc1Cl)c1cccs1	-4.4	-17.9	-4.0	-1.5	0.8	3.8	-13.7	-1.6	0.67
O=C(/C=C/c1ccco1)Nc1nc(-c2ccc(F)c(F)c2)cs1	-6.8	-5.0	3.2	-0.9	-4.7	-3.7	-1.2	8.5	2.07
CCCCCCC(=O)Nc1c2c(nc3ccccc13)N(C)CC2	1.0	-22.0[20 µM]	4.2	-21.4	7.5	-12.7	-1.1	15.7	-3.04
CCC(C)(C)NC(=O)C(c1ccc(F)cc1)N(Cc1cccc(OC)c1)C(=O)c1cnccn1 (stereo unspecified)	-17.0	0.8	6.0	1.9	0.8	-2.1	0.7	-6.0	-0.41
CCC(C)Nc1cc(C)nc2ncnn12 (stereo unspecified)	-2.8	-17.6	11.9	-1.1	-1.0	2.2	-11.0	2.9	.
CS(=O)(=O)N(CC(=O)Nc1ccc2c(c1)OCCO2)Cc1ccc(Cl)cc1	-2.0	-21.8[20 µM]	7.5	48.1*	9.5	-6.8	-3.0	29.3	.
Cc1cccc(OCCSc2nc3c([nH]2)c(=N)ncn3Cc2ccccc2)c1	-5.3	-13.4[20 µM]	-5.1	-7.0	2.7	1.8	-3.4[fluorescence artefact?]	-0.3	-0.0273
CC(=O)CC(=O)Nc1ncccn1	-4.8	-20.0	4.6	2.6	2.0	-1.9	-3.1	-0.7	-1.84
Cc1cc(-n2nnc3ccccc32)nc2ccccc12	-14.0	-22.5[20 µM]	-5.3	-7.2	-1.3[fluorescence artefact?]	-7.0	4.1	-1.9	.
CC(=O)Nc1ccc(C(=O)NCCCOC(C)C)cc1	-8.2	-14.1	-4.1	3.0	1.9	-0.9	1.1	-11.1	-0.715
COc1ccc(OC(=O)COc2ccc(C)cc2)cc1	-8.6	-32.4	-2.1	-1.0	-2.8	-11.5	-16.8	-2.7	-0.0423
CC(C)CN1CCN(C2CCN(C(C)C)CC2)C(CCO)C1 (stereo unspecified)	5.5	-22.2	-7.9	.	-1.4	1.7	-2.6	-8.5	0.793
CC(OC(=O)CCCc1nc2ccccc2s1)C(N)=O (stereo unspecified)	-20.8	-20.7[20 µM]	4.4	-10.4	1.7	-2.1	7.6	2.2	0.651
Cc1ccc(-n2cccc2/C=C2/C(=N)N3C(=NC2=O)SN=C3S(C)(=O)=O)cc1Cl	44.4	5.1	-8.6	-2.8	28.4	-112.7	15.9	-0.2	-2.2
Cc1sc2nc(SCc3nc(-c4cccs4)no3)n(-c3ccccc3)c(=O)c2c1C	-18.7	4.2[20 µM]	-8.9	2.0	6.1	4.4	7.8	1.7	.
CC(C)(C)Sc1ccccc1S(=O)(=O)C(C)(C)C	-14.8	-12.8	6.8	-5.5	6.8	1.6	0.9	-2.1	-1.15
COc1ccc(N/C(N)=N/c2nc(CSc3nnc(C)s3)cc(=O)[nH]2)cc1	-10.8	-17.1	.	.	8.1	-13.5	-2.8	-4.5	-0.272
CC(C)Cn1c(N)c(C(=O)COC(=O)[C@@H]2CCCN2C(=O)c2cccs2)c(=O)n(C)c1=O	-2.3	-21.7	4.5	7.9	-0.6	-0.8	-14.2	-4.3	-0.164
COc1ccc(-n2c(SCCC#N)nnc2-c2cc(Cl)ccc2OC)cc1Cl	-9.1	-22.1	8.6	-5.9	-38.5[fluorescence artefact?]	-17.3	-4.3[fluorescence artefact?]	4.1	.
Cc1ccc(S(=O)(=O)N2CCCCC2C(=O)O)s1 (stereo unspecified)	1.1	-22.4	1.1	-9.6	-0.8	-7.0	-12.0	0.3	0.648
O=C(O)CC(SCC(=O)Nc1ccc(Cl)c(S(=O)(=O)N2CCOCC2)c1)C(=O)O (stereo unspecified)	-9.4	-2.2	1.1	0.1	-0.6	-7.4	-1.2	-0.1	0.0503
C=CCn1c(=O)c2c(C)c(C)sc2n2c(Nc3ccc(OC)cc3)nnc12	-11.3	-3.1[20 µM]	-2.2	-1.6	0.6	-14.5	-6.4	6.1	-2.01
Oc1[nH]c2ccccc2c1C=Nc1ccccc1	-1.4	-18.0	0.6	-2.1	-2.9	-5.5	-15.0	-4.2	1.27

Arranged by number of heavy atoms (rising): part of the list above.
SMILES	EBV gp42 inh	Furin inh	Rad51 HR inh	KLK5 inh	eIF4E-4G inh	NCF1 inh	14-3-3 Bad inh	thrombin 1536	KCC2 mod
CC(C)(C)Sc1ccccc1S(=O)(=O)C(C)(C)C	-14.8	-12.8	6.8	-5.5	6.8	1.6	0.9	-2.1	-1.15
CC(OC(=O)CCCc1nc2ccccc2s1)C(N)=O (stereo unspecified)	-20.8	-20.7[20 µM]	4.4	-10.4	1.7	-2.1	7.6	2.2	0.651
CC(C)CN1CCN(C2CCN(C(C)C)CC2)C(CCO)C1 (stereo unspecified)	5.5	-22.2	-7.9	.	-1.4	1.7	-2.6	-8.5	0.793
COc1ccc(N/C(N)=N/c2nc(CSc3nnc(C)s3)cc(=O)[nH]2)cc1	-10.8	-17.1	.	.	8.1	-13.5	-2.8	-4.5	-0.272
COc1ccc(-n2c(SCCC#N)nnc2-c2cc(Cl)ccc2OC)cc1Cl	-9.1	-22.1	8.6	-5.9	-38.5[fluorescence artefact?]	-17.3	-4.3[fluorescence artefact?]	4.1	.
Cc1ccc(-n2cccc2/C=C2/C(=N)N3C(=NC2=O)SN=C3S(C)(=O)=O)cc1Cl	44.4	5.1	-8.6	-2.8	28.4	-112.7	15.9	-0.2	-2.2
CC(C)Cn1c(N)c(C(=O)COC(=O)[C@@H]2CCCN2C(=O)c2cccs2)c(=O)n(C)c1=O	-2.3	-21.7	4.5	7.9	-0.6	-0.8	-14.2	-4.3	-0.164

(list continues)
SMILES	EBV gp42 inh	Furin inh	Rad51 HR inh	KLK5 inh	eIF4E-4G inh	NCF1 inh	14-3-3 Bad inh	thrombin 1536	KCC2 mod
CCOc1cc(/C=N/O)cc(Br)c1OC	-1.6	-19.8	1.3	-12.6	-4.1	2.4	-2.0	1.1	.
Clc1ccccc1OCCCCn1ccnc1	-23.4	-20.9[20 µM]	-3.5	-8.2	-6.5	-12.1	1.5	2.3	-0.716
CC(C)c1ccc(/C=N/N2CCCCC2)cc1	-23.7	-31.6	-18.4	-2.7	2.6	-165.2	35.9	2.9	-0.23
O=C(NC(NC(=S)Nc1ccc(Cl)c(Cl)c1)C(Cl)(Cl)Cl)c1ccco1 (stereo unspecified)	4.6	-8.4[20 µM]	6.9	24.5	-6.0	-88.2	-3.9	-4.8	-0.954

Source: PubChem BioAssay (several laboratories)
